Assay outcomes as filed in PubChem.
VLA-4 inh: inhibition in human VLA-4 binding assay, primary screen, VLA-4 allosteric modulator project, MLPCN library, flow cytometry, VLA-4 expressing cells | 330,000 compounds, 0.2% hits | Integrin alpha-4 (Homo sapiens), P13612 | ligand binding flow cytometry | inhibition, % (about 7 µM as worked out from the volumes in the protocol); in the data active = inhibition above about 50%
MEP2 TOR yeast: modulators of MEP2-GFP levels in yeast, primary screen, S. cerevisiae, multiplex flow cytometry, MLPCN library. S. cerevisiae MEP2-GFP strain, 3 h; 100% = DMSO control level. GFP response vs DMSO, % at 10 µM. 330,000 compounds, 0.51% hits;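 active = GFP response versus DMSO above a set limit, roughly screen mean plus 3 SD, cut at about 180% in these data; inconclusive = fewer than 70 cells counted for a yeast strain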;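 note: median GFP fluorescence of the barcode-gated MEP2-GFP cells per well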
AGP1 TOR yeast: modulators of AGP1-GFP expression in yeast TOR pathway, primary screen, cell-based, multiplex flow cytometry, S. cerevisiae, MLPCN library; AID 2066, 2009; GFP response vs DMSO, % at 10 µM; 320,000 compounds, 0.02% hits; 3 h; GFP as percent of DMSO wells;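 active = GFP response relative to DMSO above a set limit, near screen average plus 3 SD, cut at about 150% in these data; inconclusive = fewer than 70 cells counted for the yeast strain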;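 note: median GFP channel fluorescence of the gated AGP1 strain per well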
Yeast superoxide: reduction of superoxide in aged yeast, primary screen, HTS. superoxide response (% of plate mean), % at 10 µM. S. cerevisiae aged cells, superoxide DHE fluorescence; active compounds read low. AID 2690, 2010. 330,000 compounds, 0.18% hits;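 active = superoxide response under a set limit, about three screen SD below normal, cut at about 65% in these data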;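 note: yeast aged for seven days with compound at 30 °C before DHE staining; 100% = average MFI of all compound-treated wells on the plate with controls excluded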
RPL19A TOR yeast: RPL19A-GFP expression modulators in yeast, primary screen, cell-based, S. cerevisiae, multiplex flow cytometry, MLPCN. S. cerevisiae RPL19A-GFP strain, 3 h; active compounds read low. percent response vs DMSO, % at 10 µM. 330,000 compounds, 0.3% hits;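 active = percent response vs DMSO below 50%; inconclusive = fewer than 70 events counted for the yeast strain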;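 note: median channel GFP fluorescence of the barcoded RPL19A-GFP strain; ratio of sample median GFP to plate DMSO average so 100% = DMSO; lower means less RPL19A-GFP as with rapamycin TOR inhibition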
LAP4 TOR yeast: modulators of LAP4-GFP expression in yeast, primary screen, S. cerevisiae, multiplex flow cytometry, MLPCN library; 3 h; median GFP as percent of DMSO wells; GFP response vs DMSO, % at 10 µM; 320,000 compounds, 0.34% hits; AID 2023, 2009;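 active = GFP response vs DMSO above a set limit, about the screen mean plus 3 SD, cut at about 150% in these data; inconclusive = under 70 cell events counted for the yeast strain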
CIT2-GFP yeast: modulators of CIT2-GFP expression in yeast, primary screen, S. cerevisiae, GFP fusion, multiplex flow cytometry, MLPCN library | 320,000 compounds, 0.065% hits | AID 2029, 2009 | S. cerevisiae CIT2-GFP strain, 3 h; 100 means same as DMSO wells | GFP response vs DMSO, % at 10 µM;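 active = GFP response relative to DMSO above a set limit, near the screen mean plus 3 SD, cut at about 150% in these data; inconclusive = Fewer than 70 cells measured for a yeast strain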;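 note: ratio of well median GFP fluorescence to mean of DMSO wells on the plate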
GRK2 aptamer HTS: compounds blocking aptamer binding on GRK2 – biochemical, human GRK2, bead flow cytometry, HTS, primary screen. FAM-aptamer displacement from GRK2. inhibition of aptamer binding, % at 10 µM. 330,000 compounds, 0.59% hits. AID 488847, 2010;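 active = inhibition of aptamer binding above 40%, roughly 3 SD of noise, on plates passing a quality check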;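 note: median bead fluorescence of bound FAM aptamer so fluorescent compounds give negative values; no value below 0 was filed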
Target sequence (P25098 whole entry, looked up): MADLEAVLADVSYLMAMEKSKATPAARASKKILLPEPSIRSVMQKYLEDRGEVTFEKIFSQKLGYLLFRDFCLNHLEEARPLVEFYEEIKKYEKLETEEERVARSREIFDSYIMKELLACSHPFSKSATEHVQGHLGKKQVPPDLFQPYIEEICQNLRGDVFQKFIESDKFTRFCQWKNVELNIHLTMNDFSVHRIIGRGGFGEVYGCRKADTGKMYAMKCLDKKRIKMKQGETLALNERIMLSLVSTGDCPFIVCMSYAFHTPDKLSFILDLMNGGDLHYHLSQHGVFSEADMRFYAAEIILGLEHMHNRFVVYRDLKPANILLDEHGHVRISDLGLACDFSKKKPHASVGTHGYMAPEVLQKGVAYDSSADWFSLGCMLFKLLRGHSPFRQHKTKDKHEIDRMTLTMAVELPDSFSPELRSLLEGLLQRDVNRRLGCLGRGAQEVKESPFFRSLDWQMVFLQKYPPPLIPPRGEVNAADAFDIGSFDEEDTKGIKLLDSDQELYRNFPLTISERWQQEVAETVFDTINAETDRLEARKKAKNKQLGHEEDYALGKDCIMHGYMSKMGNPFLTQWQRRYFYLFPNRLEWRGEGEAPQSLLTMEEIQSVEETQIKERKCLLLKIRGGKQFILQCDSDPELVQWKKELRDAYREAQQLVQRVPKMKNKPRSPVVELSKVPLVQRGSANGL
Active calls of the source: *; ? = inconclusive; . = no result given; & = joins results of further samples; ! = repeats disagree.

SMILES | VLA-4 inh | MEP2 TOR yeast | AGP1 TOR yeast | Yeast superoxide | RPL19A TOR yeast | LAP4 TOR yeast | CIT2-GFP yeast | GRK2 aptamer HTS
Cc1nonc1OCCNc1ccc([N+](=O)[O-])c2cccnc12 | 15 | 91 | 112 | 98 | 95 | 113 | 87 | 4
CN(C)C(=O)Oc1ccc2oc(=O)cc(-c3cc4ccccc4o3)c2c1 | -2 | 94 | 92 | 99 | 91 | 101 | 95 | 1
COC(=O)C1=C(c2ccc(F)cc2OCc2ccccc2)C[C@@H]2CC[C@H]1N2C(=O)NC1CCCCC1 | 7 | 96 | 99 | 91 | 97 | 102 | 109 | 3
CCN(c1ccc(C(O)(C(=O)OC)C(F)(F)F)cc1)S(=O)(=O)c1ccccc1 (stereo not given) | 1 | 101 | 104 | 109 | 100 | 101 | 101 | 0
CN1C(=O)C(O)N=C(c2ccccc2)c2ccccc21 (stereo not given) | 5 | 101 | 104 | 108 | 103 | 93 | 107 | 1
Nc1ncn[nH]1 | -2 | 104 | 99 | 101 | 103 | 104 | 103 | 1
O=C1NC(=O)C(=Cc2ccc(-c3ccc(F)cc3O)o2)C(=O)N1 | -13 | 90 | 82 | 95 | 94 | 116 | 68 | 0
CCCOC(=O)C1C2c3ccccc3C(c3ccccc32)C1C(=O)O (stereo not given) | 22 | 99 | 93 | 103 | 94 | 96 | 78 | 0
COC(=O)C1=C(c2c(C)noc2C)C[C@@H]2CC[C@H]1N2C(=O)NCCO | -1 | 97 | 108 | 99 | 97 | 114 | 102 | 75*
C=CCn1c(O)c(C(C)=NCC2CCCO2)c(=O)[nH]c1=O (stereo not given) | 0 | 103 | 103 | 94 | 96 | 102 | 88 | .
O=C1NC(=O)C(=Cc2cc([N+](=O)[O-])ccc2N2CCCCC2)C(=O)N1 | 4 | 100 | 100 | 100 | 101 | 107 | 91 | 0
Clc1cccc(CNCCc2ccc3c(c2)OCO3)c1 | 20 | 96 | 99 | 100 | 104 | 98 | 101 | 3
Cn1c(O)c(N=Nc2cccc(S(=O)(=O)N3CCOCC3)c2)c(=O)n(C)c1=O | -19 | 102 | 103 | 88 | 105 | 107 | 100 | 3
C=C1C2[C@H](OC(C)=O)[C@@H]3CC(=O)[C@]4(C)OC[C@@]3(C)[C@@]4(O)[C@@H](OC(C)=O)[C@H](OC(C)=O)[C@@]2(COC(=O)c2ccccc2)[C@@H](OC(C)=O)C[C@@H]1O (stereo not given in full) | 21 | 110 | 104 | 82 | 99 | 107 | 108 | 0
Cc1cc(=O)oc2cc(OCC(=O)N3CCN(Cc4ccc5c(c4)OCO5)CC3)ccc12 | 7 | 102 | 101 | 100 | 97 | 98 | 89 | 2
Cn1c(O)c(C(=NCCc2c[nH]c3ccccc23)c2ccccc2)c(=O)n(C)c1=O | -5 | 104 | 97 | 83 | 110 | 93 | 79 | 3
Cc1ccc2c(c1)C1CN(C)CCC1N2C(=O)c1cn(-c2ccccc2)nc1-c1ccccc1 (stereo not given) | 25 | 96 | 92 | 94 | 96 | 83 | 86 | 4
COc1ccc(C(C)=O)cc1CC(C(=O)c1ccc(Br)cc1)N(C)C (stereo not given) | 6 | 106 | 97 | 114 | 102 | 105 | 89 | 0
COC(=O)C1=C(c2ccc(-c3ccccc3)c(F)c2)C[C@@H]2CC[C@H]1N2C(=O)NCc1ccco1 | 0 | 101 | 96 | 86 | 95 | 104 | 96 | 2
CCc1nnc(NS(=O)(=O)c2ccc(N=Cc3c(O)n(-c4ccc(Cl)cc4)c(=O)[nH]c3=O)cc2)s1 | -1 | 99 | 102 | 94 | 108 | 106 | 95 | 6
COC(=O)C1=C(c2ccc(C(C)=O)cc2)C[C@@H]2CC[C@H]1N2C(=O)NC1Cc2ccccc2C1 | -20 | 97 | 100 | 105 | 96 | 106 | 99 | 0
CCCC(C)C1C(C#N)=C(N)Oc2c1c(=O)oc1ccccc21 (stereo not given) | 6 | 103 | 107 | 121 | 102 | 101 | 105 | 2
N#CC(C#N)=Cc1ccc(-c2ccccc2F)o1 | 4 | 93 | 91 | 83 | 93 | 96 | 92 | 0
CN(C)[C@@H]1C(=O)C(C(N)=O)=C(O)[C@@]2(O)C(=O)C3=C(O)c4c(O)cccc4[C@@](C)(O)[C@H]3C[C@@H]12 | 11 | 92 | 91 | 108 | 100 | 102 | 105 | 42*
CCN1C(=O)NC(=O)/C(=C\c2ccc(N3CCOCC3)cc2OC)C1=O | -9 | 106 | 98 | 88 | 99 | 104 | 91 | 0
C(#CCN1CCCCC1)COCc1ccccc1 | 20 | 100 | 103 | 106 | 102 | 103 | 97 | 0
Cc1cc(OC(=O)N(C)C)nc(SCc2c(Cl)cccc2Cl)n1 | 3 | 97 | 93 | 122 | 97 | 114 | 92 | 0
Cc1ccc2c(c1)N(C(=O)CCC(=O)N1CCC3(CC1)OCCO3)CCO2 | 19 | 101 | 114 | 86 | 103 | 111 | 104 | 0
COC12C(COC(N)=O)C3=C(C(=O)C(C)=C(N)C3=O)N1CC1C2N1C (stereo not given) | -21 | 101 | 104 | 158 | 98 | 100 | 102 | 0
CC(=O)c1ccc(OCC(=O)N2CCCC(N(C)Cc3ccccc3)C2)cc1 (stereo not given) | 5 | 102 | 102 | 99 | 102 | 105 | 102 | 1
Cc1cc(C=C2C(=O)NC(=O)NC2=O)c(C)n1-c1cccnc1 | 8 | ? | 81 | 98 | 96 | 85 | 96 | 2
COC(=O)C1=C(c2ccc(F)cc2OCc2ccccc2)C[C@@H]2CC[C@H]1N2C | 10 | 94 | 103 | 97 | 97 | 107 | 104 | 0
Cc1c(N=Cc2c(O)n(Cc3ccco3)c(=O)[nH]c2=O)c(=O)n(-c2ccccc2)n1C | 5 | 102 | 104 | 101 | 102 | 106 | 98 | 13
Nc1ncc2[nH]cnc2n1 | 53*! | 90&102 | 78&87 | 96&99 | 90&102 | 98&103 | 75&81 | 0&0
O=C(CCNS(=O)(=O)c1ccccc1)Nc1ccc(Cl)cc1C(=O)c1ccccc1 | -6 | 100 | 105 | 83 | 102 | 96 | 99 | 0
C[C@]12CCC3C(CC[C@H]4C[C@H](O)CC[C@]34C)C1C[C@@H](CCCCl)[C@@H]2O (stereo not given in full) | 11 | 85 | 92 | 58* | 92 | 101 | 78 | 0
COc1ccc(CNCC(=O)N2CCC3(CC2)OCCO3)cc1 | 15 | 103 | 101 | 95 | 103 | 105 | 100 | 1
COc1ccc(CN2C(=O)NC(=O)/C(=C/c3ccc([N+](=O)[O-])s3)C2=O)cc1 | 8 | 85 | 89 | 130 | 92 | 104 | 77 | 4
Clc1ccc(-c2nc3ccc(Cl)cn3c2CN2CCOCC2)cc1 | -9 | 96 | 95 | 98 | 92 | 93 | 100 | 1
Cc1nc2ccccn2c1P(=S)(N1CCCCC1)N1CCCCC1 | 15 | 97 | 95 | 94 | 97 | 98 | 84 | 4
Cc1cc(/C=C2\C(=O)NC(=O)N(Cc3ccco3)C2=O)c(C)n1-c1ccc(O)cc1 | 9 | 100 | 105 | 113 | 101 | 103 | 102 | 3
COc1cc(OC)cc(-n2nc(C(=O)N3CCC4(CC3)OCCO4)c3ccccc3c2=O)c1 | 14 | 100 | 98 | 101 | 99 | 97 | 104 | 1
O=c1cc(CN2CC=C(c3ccccc3)CC2)c2c(ccc3ccccc32)o1 | 41 | 103 | 105 | 80 | 101 | 109 | 96 | 0
CN(C)C(=O)Oc1cccc(OCc2n(C)c3ccccc3[n+]2C)c1 | -3 | 100 | 101 | 108 | 100 | 91 | 103 | 0
O=C1CC(N2CC=C(c3ccccc3)CC2)C(=O)N1c1ccc(F)cc1 (stereo not given) | -23 | 103 | 102 | 92 | 102 | 112 | 107 | 0
CCOC(=O)C1(CCOc2ccccc2)CCN(Cc2ccccc2OC)CC1 | 5 | 106 | 101 | 88 | 105 | 95 | 98 | 0
C/C=C1/C[C@@H](C)[C@](O)(CO)C(=O)OCC2=CCN3CC[C@@H](OC1=O)[C@@H]23 | -3 | 96 | 85 | 98 | 103 | 107 | 78 | 0
O=P(C(Cl)Cl)(N1CCOCC1)N1CCOCC1 | -1 | 103 | 94 | 88 | 102 | 95 | 103 | 1
CCCN1CCc2cc(O)cc3c2[C@H]1Cc1ccc(O)c(O)c1-3 | 15 | 99 | 94 | 94 | 102 | 98 | 94 | 2
CC(C)N1CCC2(CC1)NC(CO)(CO)CO2 | 17 | 106 | 108 | 104 | 107 | 105 | 107 | 2
Following part
SMILES | VLA-4 inh | MEP2 TOR yeast | AGP1 TOR yeast | Yeast superoxide | RPL19A TOR yeast | LAP4 TOR yeast | CIT2-GFP yeast | GRK2 aptamer HTS
CC1(C)C(=O)CC[C@@]2(C)C1=CCC1C2CC[C@]2(C)C(=O)CCC12 (stereo not given in full) | 26 | 91 | 95 | 119 | 96 | 98 | 88 | 0
CCOc1ccc(N=C2SCCCN2C)cc1 | 1 | 97 | 95 | 102 | 100 | 95 | 96 | 5
CCOC(=O)c1sc(N=Nc2c(O)[nH]c(=O)[nH]c2=O)c(C(=O)OCC)c1C | -12 | 101 | 104 | 110 | 106 | 104 | 104 | 0
CC(C)C[C@H]1C(=O)N2CCC[C@H]2[C@]2(O)O[C@](NC(=O)[C@@H]3C=C4c5cccc6[nH]cc(c56)C[C@H]4N(C)C3)(C(C)C)C(=O)N12 | 4 | 98 | 87 | 111 | 101 | 128 | 81 | 2
CCOC(C(=O)OCCC[N+](C)(CC)CC)(c1ccccc1)c1ccccc1 | -17 | 98 | 74 | 92 | 107 | 92 | 63 | 3
O=C(COc1ccc(Cl)cc1Cl)N1CCN(C/C=C/c2ccccc2)CC1 | 2 | 93 | 94 | 106 | 92 | 90 | 92 | 3
O=C1NC(=O)N(c2ccccc2)C(=O)/C1=C/c1ccoc1 | 26 | 96 | 99 | 113 | 93 | 101 | 99 | 13
S=C(NCCc1ccccc1)NCCc1cnc[nH]1 | 1 | 113 | 97 | 97 | 100 | 94 | 105 | 1
Cc1ccc2c(c1)N(C(C)C(=O)N1CCC3(CC1)OCCO3)C(=O)CO2 (stereo not given) | 2 | 99 | 101 | 102 | 101 | 90 | 105 | 2
Cc1ccc(-n2c(CNCc3ccc(F)cc3)nc3ccccc3c2=O)cc1 | -3 | 99 | 100 | 98 | 104 | 98 | 98 | 0
COc1ccc(CCn2c(O)c(C=NC3CC3)c(=O)[nH]c2=O)cc1OC | 2 | 103 | 100 | 155 | 98 | 97 | 92 | 1
O=C1NC(=O)C(=Cc2coc3ccccc3c2=O)C(=O)N1 | 6 | 100 | 93 | 87 | 103 | 90 | 99 | 5
COC(=O)C1=C(c2cccc(C#N)c2)C[C@@H]2CC[C@H]1N2C(=O)NCCc1ccccc1 | 14 | 95 | 94 | 115 | 91 | 92 | 89 | 1
O=c1[nH]c(=O)n(Cc2ccc(F)cc2)c(O)c1C=NCCCn1ccnc1 | 12 | 115 | 112 | 89 | 100 | 105 | 104 | 0
CCOC(=O)C1=C(N)Oc2ccccc2C12C(=O)N(CC(=O)OC)C(CC(=O)OC)=C2C(=O)OC (stereo not given) | 12 | 102 | 105 | 102 | 99 | 103 | 97 | 1
CCOC(=O)C1SC2(C(F)(F)F)CC1(O)c1c(C)cc(C)nc1O2 (stereo not given) | 4 | 100 | 103 | 90 | 100 | 99 | 103 | 0

These rows are one share of the data (hit frequency here may not be typical).
